Bioassay records from PubChem BioAssay.
TSG101-PTAP inh – blocks PTAP/TSG101 interaction to inhibit HIV-1 budding | Fluorescence polarization, FITC-PTAP peptide / Tsg101 binding | Q99816 | Potency, µM (top dose mostly 115 µM), for the others: at the top dose activity change, negative = inhibition, actives largely listed as inhibitors | 340,000 tested, under 10 active; active = well fitted inhibition curve with a large enough effect in the main read-out, with a control signal flat, not every such curve was filed as active; inconclusive = small, poorly fitted or top-dose-only effect, or effect the other way, or a change in a side signal; inactive = no such curve, though single readings can be large or run the other way; also: potency is read from the fitted curve at half-maximal effect; % of control where 0% means no effect
Target sequence (Q99816 whole entry, looked up): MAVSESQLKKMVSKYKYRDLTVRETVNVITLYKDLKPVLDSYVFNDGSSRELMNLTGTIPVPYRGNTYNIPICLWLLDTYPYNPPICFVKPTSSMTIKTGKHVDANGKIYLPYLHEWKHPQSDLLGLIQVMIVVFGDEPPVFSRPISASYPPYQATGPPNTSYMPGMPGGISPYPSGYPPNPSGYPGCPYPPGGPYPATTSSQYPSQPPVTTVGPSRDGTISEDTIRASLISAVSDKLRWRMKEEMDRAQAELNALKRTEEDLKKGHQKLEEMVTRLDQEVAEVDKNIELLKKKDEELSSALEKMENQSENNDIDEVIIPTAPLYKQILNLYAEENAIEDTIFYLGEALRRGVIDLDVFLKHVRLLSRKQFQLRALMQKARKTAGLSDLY
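Compounds were pin-transferred onto Tsg101 binding domain (10 uM final) in HEPES pH 7.5 buffer, then FITC-PTAP peptide was added at 50 nM final. After 20 min at RT, polarization reported peptide displacement across a qHTS concentration series.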
TCR act – activators of T cell receptors; primary human leukocytes, anti-CD3, IL-2 HTRF, 48 h; Potency, µM (top dose mostly 9.22 µM), without a hit: top-dose activation of IL-2 secretion, actives largely listed as activators; 330,000 tested, under 10 active; AID 504894; also: % of control where 0% means no effect
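Compounds are tested in HTS on primary human leukocytes co-incubated with a-CD3 beads for 48 hr. IL-2 output is measured by time-resolved FRET.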
AT treatment – candidate therapy for ataxia-telangiectasia; […] A-T fibroblasts, KAP-1 phosphorylation AlphaLISA; neocarzinostatin DNA damage 30 min before lysis; Potency, µM (doses to about 57.5 µM), for inactives: top-dose activation, hits mostly activators; 0.19% of 320,000 active; also: potency is read from the fitted curve at half-maximal effect; % of control where 0% means no effect; nearly all actives have a fitted effect of over 45% in size
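hTERT-immortalized A-T patient fibroblasts ([…]), 500 cells/well in OPTI-MEM, 1% FBS, got compounds for 60 min, then NCS for 30 min at 37C. Lysates were then assayed for phospho-KAP-1 by AlphaLISA (anti-pKAP1 donor, anti-KAP1 acceptor beads), 6 hr at 25C.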
MLL CXXC-DNA inh – MLL CXXC-DNA interaction inhibition; AID 2662; 0.037% of 290,000 active; MLL-CXXC / FITC-HOXA9 DNA fluorescence polarization; Potency, µM (highest dose often 115 µM), for the others: top-dose activity change, negative = inhibition, usual class: inhibitors; active = well fitted inhibition curve with a large enough effect in the polarisation, with a control signal flat, not every such curve was filed as active; inconclusive = small, poorly fitted or top-dose-only effect, or effect the other way, or a change in a side signal; inactive = no such curve, though single readings can be large or run the other way; the % refers to the polarisation; also: potency is read from the fitted curve at half-maximal effect
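Fluorescence polarization: 7 uM MLL-CXXC (stock) preincubated 5 min with compounds, then 50 nM fluorescein-HOX-A9 DNA (stock) added; 30 min ambient. Buffer 50 mM Tris-HCl pH 7.5, 50 mM NaCl, 1 mM DTT, 0.05% BSA.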
TRPV1 agonist – human TRPV1 agonism; Q8NER1; TRPV1-expressing cells, Fluo-8 calcium influx, agonist mode; activation, % at 8.33 µM; 0.19% of 320,000 active; AID 540275; in the data active = activation above about 80%; inconclusive = between about 30% and that limit; also: 0% is about no effect
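Fluo-8 calcium influx in TRPV1-expressing cells, kinetic read (ex 480/em 520 nm). Compound added and read 3 min for agonist activity, followed by capsaicin at EC20 final and 2 min further read for enhancement.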
BRCA1 expr act – activators of BRCA1 expression | MCF7-BRCA1-FFLuc reporter, luminescence, 48 h; response scale: scaled: vehicle 0%, 10 µM genistein 100% | Potency, µM (titrated, usually from 46.1 µM), inactives show at the top dose activation, usual class: activators | 1.1% of 380,000 active | AID 624202; also: potency is read from the fitted curve at half-maximal effect; nearly all actives have a fitted effect of over 80% in size; some results filed as inactive show a strong effect at the top dose
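48 h compound treatment of MCF7-BRCA1-FFLuc cells (phenol-red free MEM, 37 °C), then 15 min with luciferase substrate and luminescence imaging.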
ELG1 DNA repair – inhibitors of ELG1-dependent DNA repair in HEK293T cells. Potency, µM (highest dose often 46.1 µM), for the others: top-dose activity change, negative = inhibition, usual class: inhibitors. 2.3% of 330,000 active. HEK293T ELG1-luciferase reporter, luminescence, 16 h; DNA damage induced by 5-fluorouridine; also: potency is read from the fitted curve at half-maximal effect; % is scaled to controls: 0 for no effect and ±100 for the full control effect; nearly all actives have a fitted effect of over 55% in size
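5-Fluorouridine DNA damage + compound/DMSO, 2,000 cells/well, 16 h, 37 °C/5% CO2. ONE-Glo, 30 min RT, luminescence. Readout = decrease in reporter signal.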
p53 reactivator – mutant p53 re-activation in reporter cells; H1299 p53-A138V BP100-luciferase reporter, luminescence, 24 h; Potency, µM (top dose mostly 92.2 µM), inactives show at the highest dose activity change, positive = activation, actives largely listed as activators; 0.063% of 320,000 active; also: potency is read from the fitted curve at half-maximal effect; % of control where 0% means no effect; nearly all actives have a fitted effect of over 45% in size
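p53-null H1299 cells stably carrying temperature-sensitive p53-A138V and a BP100-luciferase reporter were pinned with compounds (4-point, 1:5 series) and held 24 hrs at 37 deg C. Luminescence was read 10 min after detection reagent.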
Integrin act MD – integrin-mediated muscular dystrophy alleviation activation. alpha7betagal myoblasts, beta-gal FDG fluorescence, 48 h. Potency, µM (highest dose often 38.3 µM), without a hit: top-dose activation, hits mostly activators. 0.064% of 350,000 active;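 also: potency is read from the fitted curve at half-maximal effect; 100% = response of the positive control SU9516; nearly all actives have a fitted effect of over 60% in size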
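alpha7betagal+/- myoblasts (passage 13, 250/well) treated 48 h at 37C with compounds at 1:260 dilution of DMSO stock. Lysed, then beta-galactosidase activity read as FDG fluorescence (ex 480/em 540) after 30 min, with pre-read for autofluorescence.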
B2AR arrestin – recruits beta-arrestin to the human beta2-adrenergic receptor; P07550; beta-arrestin recruitment to beta2AR, cell-based reporter; Potency, µM (highest dose often 46.1 µM), inactives show at the highest dose activation, most hits filed as activators; 0.02% of 330,000 active; AID 492947;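 also: potency is read from the fitted curve at half-maximal effect; 0% = DMSO controls and full agonism = EC100 isoproterenol or metaproterenol; nearly all actives have a fitted effect of over 65% in size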
Target sequence (P07550 whole entry, looked up): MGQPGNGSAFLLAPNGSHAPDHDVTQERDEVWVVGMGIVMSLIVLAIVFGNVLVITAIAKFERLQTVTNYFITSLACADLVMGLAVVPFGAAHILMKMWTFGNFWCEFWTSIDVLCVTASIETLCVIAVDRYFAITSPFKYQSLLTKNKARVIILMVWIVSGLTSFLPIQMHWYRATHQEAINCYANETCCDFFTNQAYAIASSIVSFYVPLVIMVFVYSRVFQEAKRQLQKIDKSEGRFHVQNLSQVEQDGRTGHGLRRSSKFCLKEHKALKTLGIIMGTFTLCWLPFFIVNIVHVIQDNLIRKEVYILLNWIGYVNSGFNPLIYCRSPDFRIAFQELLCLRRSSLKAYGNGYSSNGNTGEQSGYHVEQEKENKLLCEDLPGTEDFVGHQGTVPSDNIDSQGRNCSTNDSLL
* hit, by the source's call; ? = inconclusive; . = no result given; [ ] = another dose, or the depositor's remark. Unless noted, calls follow the shape of the dose curve; as a rule, active = well fitted curve in the direction sought with a large enough effect; inconclusive = small, poorly fitted or top-dose-only effect, or another doubt; inactive = no such curve, though single readings can be large; an effect the other way counts as inactive or inconclusive. No enrichment for hits; 3.8% or so of the library scored in one or more.

mol	ELG1 DNA repair	AT treatment	BRCA1 expr act	TRPV1 agonist	Integrin act MD	TCR act	MLL CXXC-DNA inh	TSG101-PTAP inh	p53 reactivator	B2AR arrestin
CN(CC(=O)Nc1nc2ccc(F)cc2s1)S(=O)(=O)c1ccc(Cl)cc1	?	-6%	-43%	26	-32%[inhibitor]	3%	24%	-1%	1%	-0.1%
CCn1cc(C(=O)Nc2ccc(C)c([N+](=O)[O-])c2)cn1	14%	8%	22%	?	-4%	0%[46.1 µM]	11%	-3%	-9%	-1.0%
CCCCNC(=O)C(=O)NCCCn1ccnc1	10%	2%	-8%	-4	13%	-1%	6%	-2%	-2%	0.1%
COc1ccccc1CN(C)c1nnnn1-c1ccccc1	1%	-1%	-1%	5	19%	3%	0%	-4%	-3%	-0.3%
Cc1cccc(OCC2Cn3c(nc4c3c(=O)[nH]c(=O)n4C)O2)c1 (stereo not given)	?	-3%	-19%	0	-6%	5%	-4%	-6%	.	-0.2%
CC(C)C(=O)Nc1nnc(NC(=S)Nc2ccccc2)s1	?	12%	10µM*	1	20%	-3%	-7%	-2%	1%	0.3%
CC(O)CNC(=O)C1CCN(Cc2ccc(OCc3ccccc3)cc2)CC1 (stereo not given)	?	11%	89%	-5	-9%	2%	6%	0%	?	-0.1%
Cc1cc(=O)n2nc(N3CCC(C(=O)NCc4cccnc4)CC3)sc2n1	19%	-7%	-16%	1	18%	1%	11%	2%	-5%	0.4%
Cc1cc(-c2nnc(SCC(=O)Nc3ccc(Br)cc3F)n2N)n[nH]1	8%	5%	-20%	1	-24%	-3%	5%	-2%	7%	0.3%
CCn1cc([N+](=O)[O-])c(C(=O)NCc2ccc3c(c2)OCO3)n1	3%	-1%	-5%	0	9%	-6%	8%	-3%	1%	-0.1%
CCN1C(c2ccc(F)cc2)=CS/C1=C(\C#N)c1nnc2n1-c1ccccc1SC2	?	8%	-1%	8	8%	1%	9%	-7%	-4%	-0.1%
O=C(C#Cc1ccccc1)Nc1ccccc1F	?	-4%	36%	?	-53%[inhibitor]	-2%	-11%	2%	-24%	0.2%
CCOCCCNC(=O)c1ccc2c(c1)ncn2-c1ccc(C)cc1C	-2%	11%	-14%	1	-12%	5%	15%	-2%	-5%	-0.1%
O=C(c1cccc(N2C(=O)C3C4C=CC(C4)C3C2=O)c1)N1CCN(c2ccccc2F)CC1 (stereo not given)	17%	-11%	-7%	2	?	0%	8%	-4%	-6%	-0.2%
O=C(CSc1ccc(-c2ccccn2)nn1)NC1CCCCC1	-2%	0%	-27%	-5	-24%	6%	4%	-4%	3%	0.0%
CN1CCN(S(=O)(=O)c2cccc3nsnc23)CC1	13%	2%	0%	-2	?	1%	8%	-1%	5%	0.0%
COc1ccc(N(C(=O)CNC(=O)c2cccs2)C(C(=O)NCC2CCCO2)c2ccccc2)cc1OC (stereo not given)	17%	-7%	-23%	-3	0%	1%	-4%	0%	11%	-0.1%
Cn1nccc1NC(=O)CC1(CC(=O)O)CCCCC1	-3%	-1%	-23%	1	5%	5%	1%	-2%	1%	-0.7%
CCOC(=O)C(C)Oc1ccsc1C(=O)OC (stereo not given)	0%	-6%	-3%	.	3%	3%	5%	-5%	-4%	-0.2%
O=c1nccc(N/N=C/c2ccccc2O)[nH]1	?	-10%	-13%	0	-57%[inhibitor]	-5%	150%[activator]	-9%	?	0.6%
COc1ccc(CC(=O)Nc2ccc(F)c(S(=O)(=O)N3CCOCC3)c2)cc1	.	.	0%	.	-6%	1%	.	-3%	.	.
O=C(NCc1ccccn1)C(=O)NCC1OCCN1S(=O)(=O)c1ccc(Br)cc1 (stereo not given)	?	8%	7%	3	5%	-1%	2%	1%	-7%	-0.7%
Brc1ccc(-c2cn3c(n2)CCc2ccc4cccnc4c2-3)cc1	?	22%	-50%	0	-3%	-4%	19%	-2%	-2%	0.2%
NC(=O)c1ccc(NC(=O)COC(=O)C2(c3cccc(F)c3)CCCC2)cc1	-19%	-1%	-21%	?	7%	-2%	12%	3%	1%	0.2%
COc1ccc2[nH]c3c(=O)n(Cc4ccncc4)cnc3c2c1	0%	5%	1%	4	-21%	-15%	11%	-1%	3%	7.5%
CCOc1ccc(S(=O)(=O)NCCC(=O)N2CCCC(C)C2)cc1 (stereo not given)	6%	0%	-9%	15	-1%	8%	.	-4%	-3%	-0.4%
COc1ccc(NC(=O)c2nc[nH]c2C(=O)N2CCN(C(=O)OC(C)(C)C)CC2)cc1	-17%	36%	5%	2	-4%	3%	2%	-6%	1%	-0.7%
Nc1nc2ccccc2n1Cc1ccc(Cl)c(Cl)c1	-18%	-6%	-12%	0	6%	-4%	40%[activator]	-1%	0%	0.4%
COc1cccc(S(=O)(=O)Nc2cccc(C(=O)N3CCCC3)c2)c1	-4%	4%	-10%	2	0%	12%	17%	-8%	-4%	-0.1%
Cc1cc(OCc2cc(C(=O)NCc3cc(C(C)C)no3)no2)cc(C)c1Cl	?	8%	?	7	12%	-5%	6%	-1%	?	-0.3%
C/C(=N\NC(=O)c1ccncc1)c1ccc(NC(=O)c2ccc(Cl)cc2)cc1	?	13%	75%	?	-10%	5%	22%	-1%	?	5.7%
c1cc2nnnn2nc1N1CCCCCC1	19%	-3%	-1%	2	5%	-4%[46.1 µM]	-1%	-7%	-1%	-0.9%
CCOC(=O)CSc1nnc(COc2ccc3ccccc3c2)o1	1%	-7%	1%	3	4%	-5%	-5%	1%	6%	0.5%
CC(C)CN1CCC(=O)N(CCSc2ccc(Br)cc2)CC1	7%	32%	-3%	?	-5%	2%	3%	-3%	2%	-0.9%
CC1(C)C(C#N)=C(N)OC2=C1C(=O)CCC2	-1%	5%	2%	-2	14%	-2%	6%	-11%	2%	-0.4%
Cc1ccc(C2CC(c3ccccc3C)n3nc(N)nc3N2)cc1 (stereo not given)	3%	0%	0%	2	17%	-8%[46.1 µM]	-10%	0%	-10%	-0.4%
CC(C)CC(=O)NS(=O)(=O)c1ccc(N)cc1	0%	8%	-8%	3	-7%	9%[46.1 µM]	3%	-1%	-6%	-0.2%
Cc1cc(CNC(=O)c2ccc3nc(Cc4ccccc4F)oc3c2)nn1C	?	-21%	8.9µM*	4	24%	-3%	11%	-4%	27%	0.1%
N#Cc1ccccc1COC(=O)CCN=C1NS(=O)(=O)c2ccccc21	-10%	0%	-3%	.	?	7%	.	-1%	5%	0.0%
CCCN1CNC(=S)N(c2ccccc2C)C1	22%	-2%	2%	-2	?	1%	5%	0%	12%	-0.2%
CCOc1ccc(C(=O)CCC(=O)NN2C(=O)NC3(CCCCC3)C2=O)cc1	12%	-5%	22%	1	2%	.	.	2%	-1%	0.3%
Cc1cccc2c(N=NC(=O)C(C)n3cnc4ccccc4c3=O)c(O)[nH]c12 (stereo not given)	.	.	-33%	.	-16%	-4%	.	-7%	.	.
CC(C)(C)NC(=O)c1ccccc1NC(=O)C1CCCO1 (stereo not given)	6%	2%	4%	2	1%	2%	9%	-1%	13%	0.1%
O=C(Nc1nccs1)C(c1ccccc1)N1CCCC1 (stereo not given)	-5%	-1%	2%	0	9%	-3%	-13%	0%	1%	0.1%
N#CC1=C(N)N(c2ccc(F)cc2)C(=O)C1	11%	-6%	0%	0	-13%	4%	2%	-7%	5%	0.0%
O=c1[nH]c(=O)n(Cc2ccccc2)c2c1C(C(F)(F)F)(C(F)(F)F)N=C(c1ccco1)N2	-6%	9%	-27%	0	25%	2%	-12%	0%	-7%	0.3%
O=C(CN1C(=O)N/C(=C\c2ccccc2OCc2ccc(C(=O)O)cc2)C1=O)Nc1ccccc1F	3%	1%	0%	-1	-26%	-6%	1%	0%	5%	0.2%
O=C1/C(=C\c2ccc(O)c(O)c2)SC(=S)N1Cc1ccccc1	?	-5%	-52%	-4	-76%[inhibitor]	1%	110%[activator]	9%	2%	-0.2%
